MITF inh: blocks human microphthalmia-associated transcription factor; hit rate 0.91% among 650,000; AID 1259374; AlphaScreen MITF homodimerization, bead proximity signal; inhibition, % at 2.6 µM; in the data active means inhibition above about 50%;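 further: 0% = vehicle wells with protein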
Target sequence (O75030 whole entry, looked up): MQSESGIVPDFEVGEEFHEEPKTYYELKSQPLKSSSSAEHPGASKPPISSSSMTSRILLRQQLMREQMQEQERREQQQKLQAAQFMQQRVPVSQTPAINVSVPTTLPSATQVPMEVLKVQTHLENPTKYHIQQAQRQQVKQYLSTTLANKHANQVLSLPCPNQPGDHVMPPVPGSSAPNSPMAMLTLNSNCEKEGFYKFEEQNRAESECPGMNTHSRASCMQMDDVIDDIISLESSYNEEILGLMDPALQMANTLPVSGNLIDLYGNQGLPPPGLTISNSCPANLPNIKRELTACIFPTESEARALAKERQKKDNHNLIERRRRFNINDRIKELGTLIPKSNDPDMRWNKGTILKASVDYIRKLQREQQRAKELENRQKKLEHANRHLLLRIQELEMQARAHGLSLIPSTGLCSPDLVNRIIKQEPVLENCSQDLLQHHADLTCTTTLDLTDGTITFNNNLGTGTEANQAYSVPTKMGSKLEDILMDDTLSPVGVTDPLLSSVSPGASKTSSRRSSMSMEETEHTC
FBW7 act: human FBW7 E3 ligase activation, primary screen; hit rate 0.13% among 650,000; AlphaScreen FBW7–phospho-cyclin E peptide binding, activator screen; normalized activity (activation), % at 26.1 µM; Q969H0; AID 1259310; in the data active means normalized activity above about 1.9%;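 further: purified mutant Fbw7 with reduced substrate affinity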
TEAD-YAP inh: TEAD-YAP interaction inhibition | HEK-TIYL cells, TEAD-Gal4/YAP UAS-luciferase luminescence | inhibition, % at 9.12 µM | hit rate 1.4% among 640,000; in the data active means inhibition above about 32%;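 further: 0% = median of test compound wells and 100% = reference inhibitor wells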
GPR151 activ: activates the human receptor GPR151 | Q8TDV0 | PathHunter beta-arrestin GPR151 cells, luminescence | activation, % at 11.2 µM | hit rate 1% among 650,000; in the data active means activation above about 4.9%;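 further: 0% = median of compound wells and 100% = cells with positive control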
Target sequence (Q8TDV0 whole entry, looked up): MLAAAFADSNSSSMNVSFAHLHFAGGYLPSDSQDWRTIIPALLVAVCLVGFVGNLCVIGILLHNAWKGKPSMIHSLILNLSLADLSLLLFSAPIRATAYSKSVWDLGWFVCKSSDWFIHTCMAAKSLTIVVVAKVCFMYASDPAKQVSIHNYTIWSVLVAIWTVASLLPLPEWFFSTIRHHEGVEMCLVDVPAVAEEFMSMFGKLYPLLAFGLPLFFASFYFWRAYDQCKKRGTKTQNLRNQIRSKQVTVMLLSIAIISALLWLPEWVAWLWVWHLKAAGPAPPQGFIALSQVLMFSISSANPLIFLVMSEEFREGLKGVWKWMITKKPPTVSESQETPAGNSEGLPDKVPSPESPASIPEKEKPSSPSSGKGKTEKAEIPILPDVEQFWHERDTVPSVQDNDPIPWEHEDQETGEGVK
The depositor's hits bear a star; x = no result given. Compounds were not picked by outcome (roughly 3.5% active in at least one column).

The first 13 entries (preview)
SMILES	MITF inh	FBW7 act	TEAD-YAP inh	GPR151 activ
Cc1cccc(NC(=O)CCN2C(=O)c3ccccc3C2=O)n1	7.8	1.1	8.9	-1.2
O=C(COC(=O)c1ccc(O)cc1)NC1CCCC1	-9.9	-0.2	-7.8	0.7
CC(C)(C)C(=O)Nc1ccnn1C1CCN(Cc2cccn2-c2ccccn2)CC1	-1.2	-0.1	-1.1	-1.4
CCS(=O)(=O)N1CCCC(c2nc(-c3cccc(OC)c3)no2)C1 (stereo unspecified)	4.2	0.3	-51.2	-0.5
O=C(Oc1cc(-c2ccc(Cl)cc2)c2oc(=O)sc2c1)c1ccc(Cl)cc1	-4.4	0.0	-8.6	1.4
OCCNc1ncnc2c1c(-c1ccccc1)cn2-c1cccc(C(F)(F)F)c1	0.2	0.8	5.7	-1.3
CC#CCC(C)C(=O)/C=C/[C@@H]1[C@H]2C/C(=C/CCCC(=O)O)C[C@H]2C[C@H]1O (stereo partly specified)	-4.4	x	x	0.7
COc1ccc(N(CC(=O)Nc2cccc(Cl)c2)S(=O)(=O)c2c(C)n[nH]c2C)cc1	6.3	-0.4	0.8	-0.9
Cc1nnc(/N=C2/NC(=O)CS2)s1	11.3	-0.1	5.8	-1.0
O=C(CCCCCn1c(SCC(=O)Nc2ccc(F)cc2)nc2cc3c(cc2c1=O)OCO3)NCc1ccc2c(c1)OCO2	-2.7	-0.1	-3.5	-0.8
O=C(CNC(=O)Cc1ccccc1)NCc1ccco1	1.3	-0.1	-0.6	-0.2
CCC(=O)Nc1ccc(NC(=O)C(C)C)nc1	11.8	0.6	9.3	-0.6
Cc1nnc2c3c(-c4ccc(-c5ccccc5)cc4)csc3ncn12	10.5	0.1	0.3	-0.6

Main list (from the top)
SMILES	MITF inh	FBW7 act	TEAD-YAP inh	GPR151 activ
Cc1cccc(NC(=O)CCN2C(=O)c3ccccc3C2=O)n1	7.8	1.1	8.9	-1.2
O=C(COC(=O)c1ccc(O)cc1)NC1CCCC1	-9.9	-0.2	-7.8	0.7
CC(C)(C)C(=O)Nc1ccnn1C1CCN(Cc2cccn2-c2ccccn2)CC1	-1.2	-0.1	-1.1	-1.4
CCS(=O)(=O)N1CCCC(c2nc(-c3cccc(OC)c3)no2)C1 (stereo unspecified)	4.2	0.3	-51.2	-0.5
O=C(Oc1cc(-c2ccc(Cl)cc2)c2oc(=O)sc2c1)c1ccc(Cl)cc1	-4.4	0.0	-8.6	1.4
OCCNc1ncnc2c1c(-c1ccccc1)cn2-c1cccc(C(F)(F)F)c1	0.2	0.8	5.7	-1.3
CC#CCC(C)C(=O)/C=C/[C@@H]1[C@H]2C/C(=C/CCCC(=O)O)C[C@H]2C[C@H]1O (stereo partly specified)	-4.4	x	x	0.7
COc1ccc(N(CC(=O)Nc2cccc(Cl)c2)S(=O)(=O)c2c(C)n[nH]c2C)cc1	6.3	-0.4	0.8	-0.9
Cc1nnc(/N=C2/NC(=O)CS2)s1	11.3	-0.1	5.8	-1.0
O=C(CCCCCn1c(SCC(=O)Nc2ccc(F)cc2)nc2cc3c(cc2c1=O)OCO3)NCc1ccc2c(c1)OCO2	-2.7	-0.1	-3.5	-0.8
O=C(CNC(=O)Cc1ccccc1)NCc1ccco1	1.3	-0.1	-0.6	-0.2
CCC(=O)Nc1ccc(NC(=O)C(C)C)nc1	11.8	0.6	9.3	-0.6
Cc1nnc2c3c(-c4ccc(-c5ccccc5)cc4)csc3ncn12	10.5	0.1	0.3	-0.6
COc1cc(/C=C(/C#N)C(=O)Nc2cccc(C)c2)cc(Br)c1O	-4.3	-0.2	3.1	-1.5
CCOC(=O)C1=CN(Cc2ccc(OC)c(OC)c2)C=C(C(=O)OCC)C1c1ccc(C)c([N+](=O)[O-])c1	-13.7	-0.1	-14.8	2.5
CC(C)(C)C(=O)c1cn(CC(=O)O)c2ccccc12	17.0	-0.1	1.0	-0.1
COC(=O)c1ccc(C)c(NC(=O)Nc2cccc(Cl)c2)c1	6.8	-0.1	7.6	0.1
Cc1cccc(NS(=O)(=O)c2cc(S(=O)(=O)Nc3cccc(C)c3)c3cccc4c3c2NC4=O)c1	0.0	-0.1	-5.3	0.1
FC(F)(F)c1cccc(Nc2nccn3c(-c4ccoc4)cnc23)c1	-26.9	0.0	7.4	-1.5
CC(=O)N(CCN(C(C)=O)c1ccc(C)cc1)c1ccc(C)cc1	1.0	-0.1	-3.3	0.1
COC(=O)c1ccccc1NC(=O)CSc1nc2ccccc2c(=O)n1CC1CCC(C(=O)NCCc2ccccc2)CC1 (stereo unspecified)	0.0	0.2	-8.4	-1.3
Cc1ccc(CNC(=O)CNC(=S)N(Cc2ccccc2)Cc2cccnc2)cc1	-2.3	0.0	0.4	-0.8
CC1Cc2ccccc2N1C(=O)CNCCCN(C)C (stereo unspecified)	9.4	0.1	11.1	0.1
Cc1ccc(-c2c(C)nn3c(NCCCN(C)C)cc(C)nc23)cc1	20.9	0.2	-2.7	-1.3
CCN1CCN(S(=O)(=O)c2c(C)c(C)cc(C)c2C)CC1	-1.3	0.1	0.7	-0.5
O=C(O)c1ccc(S(=O)(=O)c2ccc3c(c2)C(=O)N(c2ccc(Sc4ccc([N+](=O)[O-])cc4)cc2)C3=O)cc1	16.4	0.3	8.6	-0.5
Cc1ccc(CSc2nc(CC(=O)Nc3ccc(F)cc3)cs2)cc1	-0.8	-0.1	-3.9	0.8
Cc1ccc(OCC(O)CN2CC3(C)CC2CC(C)(C)C3)cc1 (stereo unspecified)	29.9	-0.2	-1.8	1.3
CCN(Cc1nc(-c2ccc(Cl)cc2)no1)C(=O)Nc1ccccc1OC	-6.0	0.5	-3.5	-1.2
CCCC(C)c1nnc(NC(=O)C(Cl)Cl)s1 (stereo unspecified)	0.9	0.0	5.0	2.7
Cc1c(-c2nc3cnccn3c2NCc2ccccc2)cnn1C	9.6	0.2	-8.7	-1.2
O=C(CNc1ccc(Br)cc1Br)N/N=C/c1ccc(O)cc1	-4.9	-0.1	-13.4	0.0
COc1ccc(N2CCN(c3cc(C)c4ccc(O)cc4n3)CC2)cc1	4.8	-0.2	-0.3	0.8
Nc1ccc(C(=O)OCC(=O)NCCc2ccccc2)cc1[N+](=O)[O-]	-7.8	-0.1	1.3	-1.7
CCOc1ccc(Cc2nnc(Cc3ccc(OCC)c(OCC)c3)n2N)cc1OCC	-11.5	0.0	-12.9	1.3
COCCOC(=O)c1[nH]c2c(c1C)C(=O)CC(c1cccs1)C2 (stereo unspecified)	15.5	0.9	48.9*	-0.5
CCN1CCN(CC(O)COc2ccc(Br)cc2Br)CC1 (stereo unspecified)	-3.8	0.0	0.3	-0.8
COc1cccc2cc(C(=O)NC(C)=O)c(=Nc3ccccc3C)oc12	14.6	0.0	8.9	0.6
OCCC1CN(Cc2ccc3c(c2)OCCO3)CCN1CC1CCCCC1 (stereo unspecified)	-1.3	0.4	10.1	1.3
CCOc1ccc(C(=O)NNC(=O)CN2C(=O)C3CC=CCC3C2=O)cc1OC (stereo unspecified)	16.7	0.8	-8.9	-2.2
O=c1c2c(nc3n1CCCS3)-c1ccccc1CC21CCCC1	7.2	0.0	4.0	2.1
COc1ccc(/C=C(\NC(=O)c2ccc(C)cc2)C(=O)NCCO)cc1	-7.9	-0.1	5.9	0.1
O=C1N[C@@H](Cc2cnc[nH]2)C(=O)N2CCN(Cc3ccccn3)C[C@H]12	9.9	-0.1	-9.2	2.3
CC(C)Sc1ncnc2c1c(-c1ccccc1)cn2-c1cccc(F)c1	-14.0	-0.1	-15.6	1.1
CC(C)NC(=O)CC(=O)N/N=C/c1c(F)cccc1Cl	-12.6	0.2	4.1	-0.2
CCN(Cc1ccccc1)Cc1cc([N+](=O)[O-])ccc1O	1.1	-0.2	5.8	-1.3
CCN(CC)S(=O)(=O)c1ccc(N=c2ccccn2C)cc1	-10.0	0.1	3.3	0.7
Cc1ccn2cc(CCNS(=O)(=O)c3ccc(Oc4ccccc4)cc3)nc2c1	5.9	0.2	10.2	0.2
CCCC(NC(=O)CCl)c1ccccc1 (stereo unspecified)	5.1	0.1	9.6	0.2
O=C(CCN1C(=O)C2C3C=CC(C3)C2C1=O)Nc1ccccn1 (stereo unspecified)	8.1	0.3	0.2	-0.5
Next compounds.
SMILES	MITF inh	FBW7 act	TEAD-YAP inh	GPR151 activ
Cc1ccc(NC(=O)c2c(NC(=O)c3ccc(C)cc3)sc3c2CCC3)cc1	5.3	0.0	7.8	-0.6
O=C(c1ccc(F)cc1)N1CCC(O)(c2cccnc2)CC1	-3.0	-0.2	1.2	1.7
O=C(NC(Nc1ccc(Cl)cc1)C(=O)c1ccccc1)c1cccs1 (stereo unspecified)	2.3	-0.1	-5.6	-0.3
Cc1ccc(-c2ccccc2)n1-c1cccc2ccccc12	2.8	-0.1	6.9	0.2
Cc1cccc(C(=O)Nc2ccc(Nc3ccc(-n4ccc(C)n4)nn3)cc2)c1	-9.6	0.0	-18.9	-0.3
FC(F)(F)c1cccc(CNc2nc(-c3ccc(N4CCOCC4)nc3)nc3nc[nH]c23)c1	9.5	17.9*	3.3	0.8
COc1cccc(/C=C2/SC(N)=NC2=O)c1OCc1ccccc1	14.9	0.1	7.5	3.4
CC(C)(C)C(=O)NCCS(=O)(=O)N1CCN(c2ccccc2F)CC1	0.7	0.1	0.6	0.3
O=C(Nc1ccc(F)cc1)Nc1ccc2c(c1)CCC(=O)N2Cc1ccccc1	11.0	0.0	11.7	0.0
Cc1cccc2nc(CNC(=O)CC3C(=O)NCCN3CC(C)(C)C)cn12 (stereo unspecified)	0.3	0.0	-3.7	0.4
NS(=O)(=O)c1ccc(NC(=O)COn2nnc3ccc([N+](=O)[O-])cc32)cc1	10.1	0.1	-4.9	0.0
Cc1ccc(-c2c(C)sc3ncnc(N4CCN(C)CC4)c23)cc1	3.3	-0.2	-10.7	-1.2
COC(=O)C(C(=O)OC)c1ccc(S(=O)(=O)N2CCCCC2)cc1[N+](=O)[O-]	-7.3	0.1	3.0	-0.9
CCOc1ccc(C(=O)N(Cc2nc(-c3ccc(OC)cc3)no2)C(C)C)cc1OCC	3.1	-0.3	-3.2	-0.7
Cc1cccc(-n2cc(-c3ccccc3)c3c(N4CCN(c5cc(C)ccc5C)CC4)ncnc32)c1	-3.7	0.0	-6.7	-1.1
Cc1ccc(O)c(C2=Nc3ccccc3N=C(c3cccc([N+](=O)[O-])c3)C2)c1	0.3	0.3	-42.3	0.9
CCC(=O)Oc1c(OC)cccc1C1Oc2nc(SC)nnc2-c2ccccc2N1C(=O)CC (stereo unspecified)	2.7	0.0	4.5	-0.2
CN(CCc1cn[nH]c1)Cc1ccc(OCC(O)CN(C)Cc2ccccc2)cc1 (stereo unspecified)	-3.2	0.1	-3.5	-2.4
CCOC(=O)CNc1nc2ccc(C)cc2n2cnnc12	5.2	0.1	3.4	0.2
CC1(C)[C@H]2CC=C(CN3CCC(n4nccc4NC(=O)Nc4cccc(F)c4)CC3)[C@@H]1C2	17.2	0.0	10.4	1.4
COc1cccc(CC2(CO)CCN(Cc3cnc(-c4cccc(C)c4)nc3)CC2)c1	-8.5	-0.1	-5.3	-0.3
CCCOc1ccc(CON2C(=O)c3ccccc3C2=O)cc1	5.5	0.0	-7.9	-0.2
N/C(=N/OC(=O)c1cccc([N+](=O)[O-])c1)c1nonc1N	-0.8	0.8	5.9	-0.8
CCN(CC)S(=O)(=O)c1ccc(S(=O)(=O)N2CCN(S(C)(=O)=O)CC2)cc1	-3.4	-0.1	-3.6	-0.2
Cc1nn(C(C)C(=O)N2CCCCCC2)c(C)c1[N+](=O)[O-] (stereo unspecified)	1.0	0.2	-4.1	0.6
CN(C)/C(=N/S(=O)(=O)c1ccccc1)c1ccc(Cl)cc1	6.2	-0.1	15.9	0.0
O=C(CC1Sc2ccccc2NC1=O)NC1CCCCC1 (stereo unspecified)	-24.2	0.0	-0.9	-1.4
CCS(=O)(=O)c1ccc2oc(SCC(=O)c3c[nH]c4ccccc34)nc2c1	-1.4	0.0	-0.6	-2.3
CN1CCN(CC(=O)/C=C2\N(C)c3ccccc3C2(C)C)CC1	0.2	-0.1	-2.5	0.6
CCn1cc(CN[C@H]2C[C@H]3C(=O)N[C@@H](C)C(=O)N3C2)c(C)n1	11.9	0.0	6.9	-1.6
CC(=O)NCC(c1ccco1)S(=O)(=O)c1ccc(Cl)cc1 (stereo unspecified)	-2.5	0.1	-2.6	-0.8
CC(C)(C)CN1CCNC(=O)C1CC(=O)NCc1cccc(-n2cccn2)c1 (stereo unspecified)	9.5	0.2	4.5	-1.1
CC(C)CN1CCc2nnc(C3CCCO3)n2CC1 (stereo unspecified)	-22.3	0.3	-2.8	-0.9
O=C(Nc1ccccc1C(=O)NCCc1ccccc1)c1cccc([N+](=O)[O-])c1	0.1	-0.1	-3.0	-1.0
CC(=O)Nc1ccc(NC(=O)/C=C\C(=O)O)cc1C	-5.4	-0.1	-6.6	2.3
CC(=O)NC1=NC(=O)/C(=C/c2cc3c(cc2Br)OCO3)S1	19.7	0.1	6.0	-1.0
Cc1sc2ncnc(Nc3ccccc3Cl)c2c1C	-4.1	0.0	-63.3	2.1
CC(=O)c1c(C)[nH]c(C(=O)Nc2ccc(I)cc2)c1C	-12.3	-0.1	-59.7	-2.1
COc1cc(OC)cc(C(=O)Nc2ccc(-c3nc4cc(C)ccc4o3)cc2)c1	6.4	0.1	-16.4	-0.8
C(=C\c1ncc2ccccn12)/c1ccccc1	56.5*	0.4	-36.2	-3.2
O=S1(=O)CCC(NC(=S)SCCOc2ccccc2)C1 (stereo unspecified)	8.6	1.4	-5.1	-0.7
Nc1cccnc1NCc1cccs1	2.6	-0.1	-8.1	-0.9

Limited to FBW7 act, MITF inh and TEAD-YAP inh, for 2 of the compounds above:
molecule,FBW7 act,MITF inh,TEAD-YAP inh
CC(=O)NCC(c1ccco1)S(=O)(=O)c1ccc(Cl)cc1 (stereo unspecified),0.1,-2.5,-2.6
Nc1cccnc1NCc1cccs1,-0.1,2.6,-8.1

Source: PubChem
